# Source: PubChem (National Center for Advancing Translational Sciences (NCATS))
# hERG WT inh: blocks the wildtype human KCNH2 potassium channel; 340,000 tested, 0.37% active; Q12809; U2OS, BacMam KCNH2, thallium flux FluxOr; stronger effect = lower value; AID 720551; activity change, % at 1.84 µM;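 active = maximum activity change below -70%; inconclusive = maximum activity change between -70% and -50%; inactive = maximum activity change above -50%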
#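 U2OS cells were transduced with wild-type KCNH2 virus (2.03 x 10^8 / mL) for 4 h at room temperature, then cultured overnight at 37 C. Thallium flux was read with FluxOr dye. Rate constants were normalized to DMSO controls.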
# B2AR arrestin: agonists driving beta-arrestin recruitment to human beta2-adrenergic receptor; P07550; beta-arrestin recruitment to beta2AR, cell-based reporter; 330,000 tested, 0.02% active; AID 492947; Potency, µM (top dose mostly 46.1 µM), for the others: at the highest dose activation, actives largely listed as activators;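 also: potency is read from the fitted curve at half-maximal effect; 0% = DMSO controls and full agonism = EC100 isoproterenol or metaproterenol; nearly all actives have a fitted effect of over 65% in size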
# GALK inh: galactokinase (human) inhibition; Purified GALK, Kinase-Glo residual ATP luminescence; Potency, µM (series often up to 57.5 µM), without a hit: at the highest dose activity change, negative = inhibition, hits mostly inhibitors; 270,000 tested, 0.007% active; P51570; AID 1868; also: potency is read from the fitted curve at half-maximal effect
#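 5 nM enzyme, 35 uM ATP, 100 uM galactose, 20 mM HEPES pH8.0, 5 mM MgCl2; 1 h RT; residual ATP by Kinase-Glo Plus luminescence, qHTS format.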
# BCR signal inh: blocks chronic active B-cell receptor signaling. AID 493014. 340,000 tested, 0.05% active. ABC-DLBCL IkBa-CBG/CBR reporter, luminescence ratio, 4 h. Potency, µM (highest dose often 46.1 µM), for inactives: at the top dose ratio change, negative = lower green/red ratio, usual class: inhibitors; active = well fitted inhibition curve with a large enough effect in the signal ratio, with a control signal flat, not every such curve was filed as active; inconclusive = small, poorly fitted or top-dose-only effect, or effect the other way, or a change in a side signal; the % refers to the signal ratio;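 also: potency is read from the fitted curve at half-maximal effect; plate controls were basal doxycycline-induced cells for no effect and cells given 10 µM MG132 for full effect; MG132 reads +100%, hits lower the ratio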
#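 Concentration-response series (up to 46 uM) were applied to TMD8 dual-reporter cells for 4 h at 37C with doxycycline. Green/red ratio, after filter-overlap correction, defined %Activity; red signal alone was normalised to basal cells and zero luminescence.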
# KCNH2 3.1 inh: inhibitors of human KCNH2 3.1 potassium channel isoform | 340,000 tested, 0.95% active | U2OS KCNH2 3.1, thallium flux FluxOr; stronger effect = lower value | activity change, % (tested at about 1.8 µM) | AID 720553;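 active = maximum activity change below -70%; inconclusive = maximum activity change from -70% to -50%; inactive = maximum activity change above -50%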;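 also: thallium influx rate constant from kinetic fluorescence after stimulation buffer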
#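 Steps: virus added to U2OS suspension (4 h, RT, dark); medium with 10% FBS added, cells plated, 37 C overnight; FluxOr/Red40 loading buffer 45 min RT; stimulation buffer, 2 min kinetic read; rate constant normalized.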
# Eya2 inh: Eya2 (human) phosphatase inhibition. 330,000 tested, 0.006% active. recombinant Eya2, OMFP fluorescence dephosphorylation (OMFP is methylfluorescein phosphate). Potency, µM (titrated, usually from 76.9 µM), for the others: at the top dose activity, negative = inhibition, actives largely listed as inhibitors. O00167; also: potency is read from the fitted curve at half-maximal effect
# Target sequence (O00167 whole entry, looked up): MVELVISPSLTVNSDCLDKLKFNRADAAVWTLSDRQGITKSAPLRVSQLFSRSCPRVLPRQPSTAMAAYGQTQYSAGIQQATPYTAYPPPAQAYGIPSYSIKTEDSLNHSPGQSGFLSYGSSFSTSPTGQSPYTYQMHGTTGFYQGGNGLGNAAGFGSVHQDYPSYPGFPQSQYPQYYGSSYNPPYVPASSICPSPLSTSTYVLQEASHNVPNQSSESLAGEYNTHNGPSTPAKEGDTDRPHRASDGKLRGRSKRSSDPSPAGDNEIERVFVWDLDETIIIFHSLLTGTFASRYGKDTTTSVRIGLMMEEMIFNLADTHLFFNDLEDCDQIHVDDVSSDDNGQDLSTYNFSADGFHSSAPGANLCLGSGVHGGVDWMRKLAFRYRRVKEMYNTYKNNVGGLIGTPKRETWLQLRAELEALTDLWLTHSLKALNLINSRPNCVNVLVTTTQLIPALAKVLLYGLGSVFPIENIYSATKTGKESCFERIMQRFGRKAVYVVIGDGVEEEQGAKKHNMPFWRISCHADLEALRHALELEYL
#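 Eya2 protein (added as 0.2 uM solution) was preincubated with compound for 10 min at ambient temperature in 50 mM HEPES pH 7.5, 50 mM NaCl, 5 uM MgCl2, 0.05% BSA, 1 mM DTT. OMFP (added at 50 uM) then reacted 10 min; fluorescence read at 485/525 nm.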
# Giardia killer: Giardia lamblia killing; Giardia lamblia trophozoite viability; activity change, % at 7.66 µM, hits read low; 340,000 tested, 0.15% active; AID 540267; in the data active = activity change below about -80%; inconclusive = between about -30% and that limit;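 also: parasites exposed to compound for two days anaerobically before the ATP read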
#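 Compounds were tested on trophozoites seeded at 100 cells/well and held 48 hrs at 37 deg C anaerobically. An ATP-based luminescent kit measured the remaining live cells.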
# USP2a inh: blocks human ubiquitin-specific protease USP2a; O75604; USP2 core, Ub-CHOP2 coupled fluorogenic reporter, 485/531; Potency, µM (series often up to 38.3 µM), without a hit: at the top dose activity change, negative = inhibition, usual class: inhibitors; 330,000 tested, 0.01% active; AID 463254;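 also: potency is read from the fitted curve at half-maximal effect; plate controls were DMSO wells for no effect and full inhibition by NEM control for full effect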
#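 Deubiquitinase activity read as fluorescence (485/531 nm) after Ub-CHOP2 cleavage activates the enterokinase reporter on its substrate; USP2 core 10nM, Ub-CHOP2 and substrate 25nM each, 30min compound preincubation then 60min RT; data normalized to NEM, curves fitted.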
# PKM2 act: increases activity of human pyruvate kinase M2. P14618. purified PKM2, Kinase-Glo ATP luminescence, activation; response scale: 0% is enzyme alone, no compound. Potency, µM (doses to about 57.5 µM), for inactives: at the top dose activation, most hits filed as activators. 260,000 tested, 0.34% active; also: potency is read from the fitted curve at half-maximal effect; nearly all actives have a fitted effect of over 55% in size
# Target sequence (P14618 whole entry, looked up): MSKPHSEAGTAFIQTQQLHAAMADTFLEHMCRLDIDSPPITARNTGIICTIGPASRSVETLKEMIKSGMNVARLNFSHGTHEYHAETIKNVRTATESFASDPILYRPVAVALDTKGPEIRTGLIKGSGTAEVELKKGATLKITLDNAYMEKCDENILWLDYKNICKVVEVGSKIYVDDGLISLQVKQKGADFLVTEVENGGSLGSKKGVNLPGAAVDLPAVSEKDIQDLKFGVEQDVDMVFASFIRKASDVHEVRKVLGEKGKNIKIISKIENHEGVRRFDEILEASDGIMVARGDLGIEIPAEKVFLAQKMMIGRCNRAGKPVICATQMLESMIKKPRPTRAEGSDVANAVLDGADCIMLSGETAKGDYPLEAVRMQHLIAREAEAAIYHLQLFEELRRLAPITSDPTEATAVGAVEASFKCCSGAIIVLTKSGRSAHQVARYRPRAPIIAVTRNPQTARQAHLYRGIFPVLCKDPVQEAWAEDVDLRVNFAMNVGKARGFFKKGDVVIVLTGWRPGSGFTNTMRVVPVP
#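 Purified hPK-M2 (>95%) run at intermediate activity with 0.1 mM ADP and 0.5 mM PEP in 50 mM imidazole pH 7.2, KCl, MgCl2; 1 h room temperature. ATP formed read by Kinase-Glo luminescence; normalized to uninhibited and no-enzyme controls.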
# uPA generation: blocks generation of uPA at the cell surface | AID 540303 | 330,000 tested, 0.31% active | cell surface uPA generation assay, qHTS | Potency, µM (top dose mostly 38.3 µM), for the others: at the highest dose activity change, negative = inhibition, hits mostly inhibitors; active = well fitted inhibition curve with a large enough effect; inconclusive = small, poorly fitted or top-dose-only effect; inactive = no such curve, though single readings can be large or run the other way; tested in mouse RAW 264.7 cells; also: potency is read from the fitted curve at half-maximal effect; nearly all actives have a fitted effect of over 55% in size
# FBPA coupling cs: inhibits coupling enzyme system, counter-screen for aldolase hits. coupling enzyme system counterscreen, AmpLite Red fluorescence. activity change, negative = inhibition, % at 58.2 µM, hits read low. 290,000 tested, 0.67% active. AID 2472; in the data active = activity change below about -30%
#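 Activity here indicates interference with the coupling reaction, not aldolase inhibition. Compounds at 57.5 uM final met coupling enzymes for 10 min at RT; substrate and AmpLite Red detection followed, with a 525/598 nm fluorescence read after 20 min.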
# The depositor's hits bear a star; u = inconclusive; x = no result given. Unless noted, calls follow the shape of the dose curve; as a rule, active = well fitted curve in the direction sought with a large enough effect; inconclusive = small, poorly fitted or top-dose-only effect, or another doubt; inactive = no such curve, though single readings can be large; an effect the other way counts as inactive or inconclusive. Unless noted, % is scaled to controls: 0 for no effect and ±100 for the full control effect.
# Second line of a record – hERG WT inh | B2AR arrestin | GALK inh | BCR signal inh | KCNH2 3.1 inh | Eya2 inh | Giardia killer | USP2a inh | PKM2 act | uPA generation | FBPA coupling cs
> COc1ccc(C)cc1NC(=O)c1cc2c(CO)cnc(C)c2oc1=N
→ 3.5 | -1.5% | x | 1.9% | 17.3 | 0.5% | 2.0 | -0.5% | -1.4% | -1.7% | 2.1
> O=C(CCc1ccccc1)NNC(=S)NCc1ccc(Cl)cc1
→ 12.9 | -0.5% | 2.0% | -0.5% | -10.7 | -0.8% | -20.9 | 2.6% | -11.0% | 9.0% | 0.8
> CCOc1ccc(N(CC(=O)NCc2ccco2)S(C)(=O)=O)cc1
→ -6.1 | -1.1% | -1.8% | 13.1% | -2.1 | -13.6% | 7.7 | -2.6% | -5.1% | -0.4% | 5.5
> COC(=O)c1c(-c2ccccc2Cl)noc1/C=C/N(C)C
→ x | -0.2% | 10.6% | 9.1% | -9.6 | 18.9% | u | -0.7% | -3.9% | 2.2% | -10.6
> O=C(Cn1cnnn1)Nc1cccc(S(=O)(=O)N2CCCCC2)c1
→ 7.3 | 0.1% | 4.2% | -1.1% | -6.6 | 1.7% | -21.3 | 0.7% | 20.6% | -0.8% | -2.6
> CCCC(=O)Nc1cc(C)c(NC(=O)Cc2ccccc2)cn1
→ x | 0.2% | 4.5% | -0.3% | x | -21.0% | x | 0.5% | -2.0% | x | -1.4
> COc1ccc2c(c1)c(C(=O)CN1CCc3ccccc3C1)c(C)n2C
→ 22.9 | 9.2% | 7.8% | u | 10.2 | 11.2% | 4.6 | -3.9% | 4.7% | -0.2% | -0.9
> CCOC(=O)c1c(C)oc2c1c(C=NCc1ccccn1)c(O)c1ccccc12
→ -10.6 | -0.3% | -3.5% | 11.4% | -15.2 | 3.8% | -6.7 | 1.1% | 8.2% | 11.8% | -53.0*
> COc1ccccc1NC(=O)C(C)OC(=O)CCNS(=O)(=O)c1cccc(C(F)(F)F)c1 (configuration not stated)
→ -8.8 | -0.2% | x | -0.9% | -11.4 | 6.5% | -12.1 | 0.7% | x | -28.8% | x
> COc1ccc(NC(=O)CN(C)C(=O)CSCC(=O)Nc2ccc(C)cc2)cc1
→ 1.4 | 0.9% | x | -9.9% | 0.6 | 12.8% | 8.6 | 2.0% | x | -7.0% | x
> CCCCC(CC)C(=O)Nc1ccc(C#N)cc1 (configuration not stated)
→ -1.3 | 0.0% | -0.5% | 6.9% | -12.5 | -0.2% | 17.2 | 2.1% | -6.4% | -3.6% | -0.3
> CCN(CC)CCOC(=O)c1ccc(N/C=C(/C#N)c2nc(-c3cc4ccccc4oc3=O)cs2)cc1
→ 14.5 | -0.1% | 3.1% | -1.1% | 10.2 | -16.4% | -88.6* | 0.1% | x | -8.8% | 2.5
> O=C(/C=C/c1ccccc1Cl)Nc1cccc(S(=O)(=O)NC2=NCCCCC2)c1
→ 13.3 | -0.1% | -1.9% | u | 6.0 | -3.7% | -21.4 | 3.1% | -3.8% | -7.1% | -3.5
> COC(=O)c1[nH]c2ccccc2c1NC(=O)CN1CC(C)OC(C)C1 (configuration not stated)
→ -1.6 | -0.6% | 1.9% | 4.2% | 14.4 | -8.6% | -6.0 | -1.6% | -5.0% | -4.3% | -0.1
> CCCCn1c(N)c(N(CC(C)C)C(=O)C2CCN(C(=O)c3ccc(Cl)cc3)CC2)c(=O)[nH]c1=O
→ 4.5 | -0.6% | x | -7.0% | 7.2 | 9.4% | 4.7 | 2.1% | x | 0.2% | x
> COc1ccc(-c2csc(NC(=O)Nc3ccccc3)n2)cc1
→ 0.4 | -1.0% | -1.1% | u | -4.8 | 4.7% | 8.7 | 0.2% | x | 10.4% | 0.5
> C/C(=N\NC(=S)Nc1ccc(C)cc1)c1cc2ccccc2o1
→ -4.4 | 2.7% | x | -4.2% | -6.2 | -10.8% | -17.2 | 1.2% | 0.0% | 1.9% | -4.9
> Cc1cccc(OCCCC(=O)Nc2ccc3c(c2)OCO3)c1
→ -1.8 | -0.2% | 9.4% | 0.3% | 8.4 | 16.8% | 8.5 | 5.6% | -1.7% | -1.1% | 0.3
> Cc1nnc(SCC(=O)Nc2cc(S(C)(=O)=O)ccc2Cl)n1Cc1ccccc1
→ 1.9 | -0.3% | 0.8% | 3.9% | 8.5 | 11.7% | 14.7 | -0.8% | x | 6.1% | 2.3
> Cc1cccc(CN2CCN(CC(=O)NCc3cccs3)C2=O)c1
→ -10.4 | -1.0% | 1.0% | 8.7% | -6.1 | -1.2% | -16.0 | 5.9% | 5.9% | -1.3% | 2.0
> CCc1nnc(NC(=O)c2nc3nc(C)cc(C)n3n2)s1
→ -4.0 | -0.3% | -1.1% | -15.1% | -8.7 | -21.6% | -1.0 | -0.2% | 0.0% | -7.5% | -11.0
> COc1ccccc1C(CNC(=O)CNC(=O)c1ccc(Cl)c(Cl)c1)N1CCCC1 (configuration not stated)
→ 18.6 | -0.2% | x | -9.2% | 0.7 | 8.9% | 9.5 | 2.8% | x | 2.6% | x
> CC(=O)NC(CCS(C)(=O)=O)C(=O)Nc1cccc(C(C)=O)c1 (configuration not stated)
→ 0.2 | 0.1% | -2.4% | 1.1% | -4.1 | 1.7% | -3.9 | -0.9% | 6.7% | 9.4% | 2.0
> CCN(CC)Cc1c(C(=O)N/N=C(\C)c2ccncc2)nnn1-c1nonc1N
→ 9.4 | 0.1% | -1.8% | 0.9% | -8.8 | 12.5% | -10.2 | -7.9% | x | -0.8% | 0.4
> Cc1onc(-c2ccccc2Cl)c1C(=O)NCC1CCCO1 (configuration not stated)
→ 3.8 | -0.7% | 2.4% | -0.2% | 0.1 | 5.4% | 3.6 | 1.5% | -4.5% | -0.4% | 0.5
> COc1ccccc1C(=O)Nc1nc2cc3c(cc2s1)OCO3
→ 10.1 | 0.0% | 0.0% | u | -12.4 | 18.9% | 17.5 | 1.1% | -0.5% | -2.5% | 0.2
> COc1ccccc1/C=C1\SC(=S)N(NS(=O)(=O)c2ccc(C)cc2)C1=O
→ -2.7 | 3.2% | -10.7% | 6.1% | -9.3 | -1.0% | 20.2 | 0.4% | x | 5.3% | 10.0
> COc1ccc(CCNC(=O)CNC(=O)Cn2cnc3sc(C)c(C)c3c2=O)cc1OC
→ 2.2 | 0.1% | 0.2% | u | x | 0.5% | 9.5 | 2.5% | -0.3% | 6.3% | 1.0
> COc1ccc(/C=C/C(=O)O)cc1S(=O)(=O)NCc1cccnc1
→ -14.7 | -0.7% | -4.6% | 2.8% | 9.5 | 5.1% | -0.4 | 4.4% | 7.1% | 1.5% | 0.3
> Oc1c(CN2CCOCC2)cc(COCc2ccccc2)c2cccnc12
→ -7.7 | 5.8µM* | -0.1% | u | -10.8 | -1.5% | -27.9 | 0.4% | 1.0% | -4.7% | -1.3

# Three entries from above, sorted by the value under uPA generation, high to low.
SMILES,uPA generation
COc1ccc(-c2csc(NC(=O)Nc3ccccc3)n2)cc1,10.4%
Cc1cccc(OCCCC(=O)Nc2ccc3c(c2)OCO3)c1,-1.1%
CCc1nnc(NC(=O)c2nc3nc(C)cc(C)n3n2)s1,-7.5%

# More results.
# Second line of a record – hERG WT inh | B2AR arrestin | GALK inh | BCR signal inh | KCNH2 3.1 inh | Eya2 inh | Giardia killer | USP2a inh | PKM2 act | uPA generation | FBPA coupling cs
> Cc1cccc(NC(=O)CNC(=O)N2CC(=O)Nc3ccccc32)c1C
→ -3.2 | 0.0% | 7.1% | -1.7% | -1.6 | 1.3% | -9.4 | 3.3% | x | 6.0% | -2.4
> CCOC(=O)/C(=N\Nc1ccccc1Cl)N(C)C1CCS(=O)(=O)C1 (configuration not stated)
→ -14.4 | 0.2% | -1.4% | -12.3% | 1.1 | 4.1% | 4.3 | 0.8% | 3.5% | -2.4% | -1.0
> CCOc1cc(-c2cc(-c3ccc(N)cc3)nc(N)c2C#N)ccc1O
→ -15.5 | -0.4% | -3.5% | u | 0.9 | -15.4% | 2.9 | -1.6% | 1.9% | 6.9% | -2.4
> O=C(COC(=O)c1cnccn1)NC(=O)c1ccccc1
→ -0.6 | -0.6% | x | -1.7% | 10.4 | -3.5% | 11.7 | 1.0% | x | -3.3% | x
> CC(C)Oc1ccccc1C1CC(=O)Nc2cc3c(cc21)OCCO3 (configuration not stated)
→ -8.1 | -1.0% | 2.2% | u | 4.1 | 17.3% | -6.7 | -0.8% | -0.5% | x | -16.9
> COc1ccc(NC(=O)CCN2C(=O)C3CC=CCC3C2=O)cc1S(=O)(=O)N1CCCCC1 (configuration not stated)
→ -10.9 | -0.3% | x | -1.8% | -2.3 | 0.9% | -0.4 | 2.8% | x | -0.3% | x
